# TDP2 inh – blocks human TDP2 phosphodiesterase activity | inhibition, % at 12.8 µM | actives 0.34% (n = 370,000) | recombinant TDP2, T5PNP hydrolysis, p-nitrophenol absorbance 415 nm | O95551;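 active means inhibition above the mean of all tested compounds plus 3 SD, set per campaign, cut at about 25% in these data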;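 further: 0% = DMSO with enzyme and 100% = buffer with substrate but no TDP2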
# Target sequence (O95551 whole entry, looked up): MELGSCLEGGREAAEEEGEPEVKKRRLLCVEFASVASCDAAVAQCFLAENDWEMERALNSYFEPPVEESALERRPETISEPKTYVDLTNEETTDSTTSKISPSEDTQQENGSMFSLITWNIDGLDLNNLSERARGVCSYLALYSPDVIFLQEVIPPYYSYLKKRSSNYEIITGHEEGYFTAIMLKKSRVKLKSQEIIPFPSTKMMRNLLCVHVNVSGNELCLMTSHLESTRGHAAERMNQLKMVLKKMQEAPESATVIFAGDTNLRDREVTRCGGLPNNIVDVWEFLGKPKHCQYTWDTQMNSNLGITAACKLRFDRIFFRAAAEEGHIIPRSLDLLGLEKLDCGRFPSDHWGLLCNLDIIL
#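 Test system: human TDP2 enzyme; Input: 120 nM TDP2 per well; Buffer or medium: Mg2+-containing Tris-HCl buffer, pH 7.5; Reagent: 5 mM T5PNP; Dosing: 12.8 µM single point, 1% DMSO; Incubation: reaction 2 h, 37 °C; Detection: p-Nitrophenol epi absorbance; Read-out: % inhibition relative to enzyme-containing and enzyme-free wells; Replicates: single well per compound.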
# DDE Tn7 FP inh – inhibitors of Tn7 peptide binding to human fibrin DD(E) | P02675 | FP displacement of FITC-Tn7 peptide from fibrin DD(E); 0% = median of compound wells per plate | inhibition, % at 8.3 µM | actives 0.13% (n = 370,000);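 active means inhibition above the mean of compounds falling within the control limits plus 3 SD of them, cut at about 14% in these data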;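 further: 0% = plate median of compound wells and 100% = 10 µM Aha-Tn7 peptide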
#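 Test system: human clot-derived fibrin DD(E) complex / Quantity: 2 µM final DD(E) protein / Incubation: 10 min plus 3 h, room temperature / Measured by: fluorescence polarization / Benchmarks: high control of 10 µM Aha-Tn7 peptide / Replicates: singlicate testing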
# SIAE inh – inhibitors of human sialic acid acetylesterase SIAE; actives 0.69% (n = 370,000); AID 1053197; inhibition, % at 9.66 µM; SIAE FP-Rh probe binding, fluorescence polarization; Q9HAT2;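 active means inhibition above a cutoff: mean of compounds within the control limits plus 3 SD of those, cut at about 17% in these data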;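 further: 0% = plate median of compound wells and 100% = probe without SIAE protein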
# HTRA1 inhibitor – blocks human HTRA1 serine peptidase; Q92743; recombinant HTRA1, FP-rhodamine activity-based probe, fluorescence polarization; inhibition, % at 5.96 µM; actives 0.5% (n = 340,000); in the data active means inhibition above about 36%;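 further: 0% = enzyme with DMSO and 100% = wells lacking enzyme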
# UHRF1 binding – human UHRF1 methylated DNA binding inhibitors | actives 0.75% (n = 370,000) | Q96T88 | UHRF1 binding to methylated oligo, TR-FRET | AID 687016 | inhibition, % at 4.4 µM; in the data active means inhibition above about 21%;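 further: UHRF1 SRA domain binding a hemimethylated CpG hairpin DNA probe; 0% = median of test compound wells and 100% = reference inhibitor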
# LEDGF integ inh – blocks HIV-1 LEDGF/p75-dependent DNA integration; actives 0.64% (n = 370,000); TR-FRET IN-LEDGF/p75 DNA integration, Eu/Cy5; AID 743269; inhibition, % at 3.7 µM;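 active means inhibition above the screen-wide mean plus 3 SD, cut at about 13% in these data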;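 further: signal is the Cy5 over europium emission ratio at 671 and 618 nm; 0% = plate median of compound wells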
# mABHD4 FP – inhibits mouse alpha/beta hydrolase domain 4; Q8VD66; purified mABHD4, FP-Rh probe fluorescence polarization; inhibition, % at 8.92 µM; actives 0.54% (n = 370,000); AID 720543;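 active means inhibition exceeding the mean over every tested compound plus 3 SD, cut at about 30% in these data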;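 further: 0% = plate median of compound wells and 100% = S159A mutant with DMSO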
# Target sequence (Q8VD66 whole entry, looked up, the tested form may be a part): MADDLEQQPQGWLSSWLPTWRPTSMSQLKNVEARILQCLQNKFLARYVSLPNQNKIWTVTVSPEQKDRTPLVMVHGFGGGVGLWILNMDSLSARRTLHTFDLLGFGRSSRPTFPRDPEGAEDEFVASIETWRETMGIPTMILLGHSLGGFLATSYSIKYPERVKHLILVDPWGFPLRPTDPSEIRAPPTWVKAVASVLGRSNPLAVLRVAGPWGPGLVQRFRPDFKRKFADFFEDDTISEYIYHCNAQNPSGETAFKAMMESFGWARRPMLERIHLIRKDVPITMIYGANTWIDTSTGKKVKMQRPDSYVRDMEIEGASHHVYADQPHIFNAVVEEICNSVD
#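 System: mouse ABHD4 enzyme, wild type / Medium: HEPES pH 7.0, NaCl, Pluronic buffer / Reagent: FP-Rh activity-based fluorescent probe / Control set: S159A mutant high control, sample median low control / Detection: fluorescence polarization with parallel and perpendicular emission, 525/598 nm / Schedule: 45 min + 60 min at 25 °C / Compound dosing: 8.92 µM, single dose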
# TCR-CD3 inh – inhibitors of human TCR-CD3 interaction | actives 0.37% (n = 360,000) | inhibition, % at 9.4 µM | TAMRA-labeled TCR probe fluorescence, biochemical; in the data active means inhibition above about 19%;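 further: recombinant mutant TCR 2C K166C tagged with TAMRA read by polarization; 0% = receptor in buffer alone and 100% = receptor with positive control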
# PRMT1 inh – inhibitors of human PRMT1. inhibition, % at 2.79 µM. actives 1.3% (n = 370,000). Q99873. AID 652257. recombinant PRMT1, activity-based probe fluorescence polarization;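 active means inhibition above about 21% made by adding two undisclosed values, limit read from the data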
# Target sequence (Q99873 whole entry, looked up): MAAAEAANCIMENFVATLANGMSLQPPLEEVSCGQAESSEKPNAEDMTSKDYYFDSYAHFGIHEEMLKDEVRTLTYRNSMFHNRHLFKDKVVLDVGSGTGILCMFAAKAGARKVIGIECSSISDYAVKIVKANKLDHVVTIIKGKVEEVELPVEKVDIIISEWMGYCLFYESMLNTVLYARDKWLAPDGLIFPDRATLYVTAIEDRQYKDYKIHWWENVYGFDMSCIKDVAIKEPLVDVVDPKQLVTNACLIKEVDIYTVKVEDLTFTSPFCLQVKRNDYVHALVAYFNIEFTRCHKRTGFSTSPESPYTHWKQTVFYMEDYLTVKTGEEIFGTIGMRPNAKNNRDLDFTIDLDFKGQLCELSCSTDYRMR
# PG9 binder – small molecules binding HIV-1 gp120 antibody PG9. inhibition, % at 6.7 µM. TR-FRET gp120-PG9 antibody binding. AID 624416. actives 0.43% (n = 360,000); in the data active means inhibition above about 8.5%
# An asterisk follows results filed as active; / = no result given. No enrichment for hits. About 4.2% of those tested had a hit in this group.
SMILES,TDP2 inh,DDE Tn7 FP inh,SIAE inh,HTRA1 inhibitor,UHRF1 binding,LEDGF integ inh,mABHD4 FP,TCR-CD3 inh,PRMT1 inh,PG9 binder
Cc1nc2ccc(S(=O)(=O)N(C)CC(=O)N3CCc4ccccc43)cc2s1,4,2,2,-5,1,1,-1,9,0,1.6
CCCn1c(SCC(=O)Nc2cc(C(=O)O)ccc2C)nc2sc3c(c2c1=O)CCC3,-7,0,-8,-7,0,-1,-1,5,0,-0.2
CCc1cc(C(=O)c2ccc(OC)cc2)c(NC(=O)COCC(=O)O)s1,2,-2,0,-8,-1,-3,-3,0,-1,-0.4
CN1C(C(=O)Nc2cccc(O)c2)=CC(c2cccs2)=NS1(=O)=O,-9,-4,0,-7,3,5,-16,-9,-3,-0.1
CC(C)CCN1CCN(C2CCN(c3ccccc3)CC2)CC1CCO (centres undefined),-7,-2,-4,2,9,-2,1,5,-2,-0.9
O=C(CNCCC1=CCCCC1)Nc1ccccc1N1CCCCCC1,2,1,5,-27,6,2,9,2,-1,-1.8
Cc1cc(/C=C2\SC(=S)NC2=O)c(C)n1C,25*,-8,-2,29,23*,38*,21,6,23*,-7.7
CN(Cc1cccc(Cl)c1)C(=O)C1CCN(C(=O)Nc2ccccc2)CC1,-8,-7,-8,-8,3,4,-3,0,-8,-0.3
O=C(CCC(=O)N1CCCCCC1)NCc1ccc(F)cc1,5,2,-4,1,0,2,-5,4,-2,0.3
CCOc1cc(/C=N/N2CCN(Cc3ccccc3)CC2)ccc1O,-12,1,12,6,-2,4,2,3,-7,-0.9
COc1ccc(OC)c(NC(=O)N[C@H](Cc2ccccc2)C(=O)NN)c1,0,-2,1,7,1,3,2,0,-4,-3.9
CCn1ccnc1CN1CCN(CC=C(C)C)C(CCO)C1 (centres undefined),-5,4,0,0,3,0,-2,-7,0,-0.4
COc1nsnc1NS(=O)(=O)c1ccc(NC(=S)NC(=O)c2cccnc2)cc1,-3,5,0,/,1,0,5,-3,2,-1.5
Cn1nnnc1SCC(=O)Nc1cc(S(=O)(=O)N2CCCC2)ccc1Cl,3,-4,5,-2,4,4,2,-8,2,-1.0
CCCCNc1cc(C)nc(N2CCOCC2)n1,3,-8,1,4,13,-2,4,8,0,-3.2
Cc1cc(NC(=O)C(C)N2C(=O)c3ccccc3S2(=O)=O)no1 (centres undefined),-8,-4,-2,8,6,-6,-11,-5,5,2.2
O=C(NNC(=O)c1ccc(S(=O)(=O)N2CCCCC2)cc1)c1ccccc1,0,2,-6,7,-2,-3,4,1,0,-1.2
CCn1c(COc2cccc(OC)c2)nnc1SCC(=O)NCC1CCCO1 (centres undefined),4,-3,3,9,0,-4,0,5,-6,-3.3
CN(C)c1ccc(C(=O)OCc2ccccc2)cc1,-7,-1,6,-10,4,1,-2,1,2,0.7
O=C(NCC(c1ccco1)N1CCN(c2ccccc2)CC1)C(=O)NC1CC1 (centres undefined),0,0,0,4,0,-6,-2,-6,2,-2.0
CCNC(=O)COC(=O)/C=C/c1cccc([N+](=O)[O-])c1,9,4,13,0,-2,-2,-4,-2,-3,-2.0
COc1ccc(NC(=O)c2nc(C)c(C3(C)CC(c4ccccc4)=NO3)s2)cc1 (centres undefined),2,-4,-12,-60,1,-3,-19,2,-1,-0.9
CC(=O)Nc1ccc(Oc2cnccn2)cc1,7,-1,5,5,-2,29*,-5,2,-2,-2.3
O=c1oc(-c2ccccc2NS(=O)(=O)c2ccc(F)cc2)nc2ccccc12,-1,7,-7,-29,1,-4,-13,-7,3,1.2
CCN1CCN(C(=O)CSc2ccc(C)cc2)CC1,-23,-2,-5,-1,5,-2,-9,-10,6,0.6
COC(=O)C(Cc1c[nH]c2ccccc12)NC(=O)C1CC1 (centres undefined),11,-2,7,1,-2,-1,0,-1,0,-1.2
C[C@@H]1CN([C@@H](C)CO)C(=O)CCCn2nncc2CO[C@H]1CN(C)CC1CCCCC1,5,2,2,/,3,-3,2,-2,5,-0.9
Cc1ccc2oc(C(=O)N3CCC(C(N)=O)(N4CCCCC4)CC3)c(C)c2c1,14,-1,-5,8,3,-5,6,-5,2,0.3
CC(C)CCn1c2ccccc2c2cc(CC(N)=O)ccc21,-8,-2,-2,-20,1,-2,-2,3,-1,-2.3
O=C(CCC(=O)c1ccccc1)NCc1ccccc1,-1,-4,-7,5,1,-2,-4,-2,2,-0.2

# Arranged by formula weight (lowest first): 3 of the compounds above.
SMILES,TDP2 inh,DDE Tn7 FP inh,SIAE inh,HTRA1 inhibitor,UHRF1 binding,LEDGF integ inh,mABHD4 FP,TCR-CD3 inh,PRMT1 inh,PG9 binder
Cc1ccc2oc(C(=O)N3CCC(C(N)=O)(N4CCCCC4)CC3)c(C)c2c1,14,-1,-5,8,3,-5,6,-5,2,0.3
O=C(NNC(=O)c1ccc(S(=O)(=O)N2CCCCC2)cc1)c1ccccc1,0,2,-6,7,-2,-3,4,1,0,-1.2
O=c1oc(-c2ccccc2NS(=O)(=O)c2ccc(F)cc2)nc2ccccc12,-1,7,-7,-29,1,-4,-13,-7,3,1.2

# Sorted by value in PG9 binder (falling): 3 from the list above
canonical_smiles | TDP2 inh | DDE Tn7 FP inh | SIAE inh | HTRA1 inhibitor | UHRF1 binding | LEDGF integ inh | mABHD4 FP | TCR-CD3 inh | PRMT1 inh | PG9 binder
CCN1CCN(C(=O)CSc2ccc(C)cc2)CC1 | -23 | -2 | -5 | -1 | 5 | -2 | -9 | -10 | 6 | 0.6
O=C(CCC(=O)N1CCCCCC1)NCc1ccc(F)cc1 | 5 | 2 | -4 | 1 | 0 | 2 | -5 | 4 | -2 | 0.3
O=C(NNC(=O)c1ccc(S(=O)(=O)N2CCCCC2)cc1)c1ccccc1 | 0 | 2 | -6 | 7 | -2 | -3 | 4 | 1 | 0 | -1.2

# Next part:
SMILES,TDP2 inh,DDE Tn7 FP inh,SIAE inh,HTRA1 inhibitor,UHRF1 binding,LEDGF integ inh,mABHD4 FP,TCR-CD3 inh,PRMT1 inh,PG9 binder
CN(C)S(=O)(=O)c1cc(NC(=O)COC(=O)CC2Sc3ccccc3NC2=O)ccc1Cl (centres undefined),-9,-2,-16,-16,0,-4,-2,2,6,-1.0
O=C(NCc1ccccc1)c1ccc2nc(-c3ccco3)c(-c3ccco3)nc2c1,19,-5,34*,63*,-4,27*,54*,22*,44*,1.9
Cc1cc(NC(=O)CCCn2ccc([N+](=O)[O-])n2)n(Cc2ccc(F)cc2)n1,14,-6,6,0,3,5,-4,-1,-8,-0.4
COc1ccc(/C=C/C(=O)c2cc(Br)ccc2O)cc1OC,-8,0,-8,-5,6,2,-4,-2,6,0.9
CCC1CCCCN1C(=O)Nc1ccc(F)cc1 (centres undefined),-4,3,-1,0,-1,-5,3,-12,1,0.8
COc1cccc(OC)c1OCCOCCn1cnc2ccccc2c1=O,-6,-1,4,-2,-3,5,5,10,-2,-2.7
Cc1ccc(S(=O)(=O)n2nccc2-c2c(-c3ccc(Cl)cc3)noc2C)cc1,20,9,2,/,2,3,-3,-1,-5,-0.7
CCCCN(C(=O)c1cc(CN2C(=O)c3ccccc3C2=O)ccc1OC)c1c(N)n(CC(C)C)c(=O)[nH]c1=O,4,4,5,1,-1,1,0,8,-2,0.2
COc1ccc(CCNC(=O)/C(=C/c2cccnc2)NC(=O)c2ccccc2)cc1OC,-2,7,-3,6,0,1,3,1,5,0.9
O=C(C1=C[C@H](C2CCCCC2)C[C@H](OCc2ccc(CO)cc2)O1)N1CCN(Cc2ccccc2)CC1,1,-1,-3,-58,-1,-1,-7,-3,0,-2.8
O=[N+]([O-])c1c(NCCCO)cc(Sc2ccc(Cl)cc2)c2nonc12,0,-14,-2,-1,8,-2,13,-5,14,-1.7
Cc1nn(-c2nccs2)c2c1C(=O)CC(C)(C)C2Br (centres undefined),2,5,11,-5,0,2,-4,5,0,-1.4
Cc1ccnc(SCc2cc(=O)c(OC(=O)c3ccc([N+](=O)[O-])cc3)co2)n1,-3,1,-2,/,1,1,4,/,11,/
Nc1ccnn1Cc1cccs1,7,1,-3,-2,-1,-3,-4,5,-2,-2.6
COc1ccc(F)cc1S(=O)(=O)Nc1ccc2c(c1)OCO2,-7,3,4,0,-1,-2,-1,0,2,0.2
CN(C)S(=O)(=O)c1ccc(Cl)c(C(=O)Nc2cccc([N+](=O)[O-])c2)c1,4,3,0,-9,-3,-1,-6,2,-2,0.0
CC(C)NC(=O)C(C)N1CCN(S(=O)(=O)c2ccc3ccccc3c2)CC1 (centres undefined),-3,-7,1,2,-1,1,6,5,-1,0.2
O=C(C1CCCN(Cc2ccccc2[N+](=O)[O-])C1)N1CCCCC1 (centres undefined),3,0,2,1,2,-3,12,-4,4,-0.5
Cc1ccc(C2(c3noc(CN(C)CC4COCCO4)n3)CCCC2)cc1 (centres undefined),1,3,-10,8,-3,2,0,2,-4,0.5
COc1cccc(C(=O)NC2CCCN(C3Cc4ccccc4C3)C2)c1OC (centres undefined),-18,-7,-2,1,0,1,-3,-3,-4,1.1
CCS(=O)(=O)c1ccc2oc(SCC(=O)NCCC3=CCCCC3)nc2c1,6,-4,2,-2,-2,-4,-3,4,-3,-2.2
CN(C)S(=O)(=O)c1cccc(NC(=O)COC(=O)CCc2nc3ccccc3s2)c1,-8,-1,3,0,1,2,4,4,-1,-1.7
CC(OC(=O)Cn1c(C(F)(F)F)nc2ccccc21)C(N)=O (centres undefined),1,4,4,-1,0,0,-4,2,-1,0.6
O=C(NCCc1ccccc1)c1ccc2c(c1)S(=O)(=O)c1cc(Cl)ccc1C2=O,-5,2,-6,-1,-1,-2,6,4,-2,-3.3
COc1cccc(N2C(=O)C3CC=C(Cl)CC3C2=O)c1 (centres undefined),-5,1,7,30,1,1,13,14,0,-2.5
Cc1cc(NC(=O)C(C)C)ncc1NC(=O)c1ccccn1,-5,2,-4,3,2,0,2,4,1,-2.6
CNC[C@H]1OCc2ccccc2-c2ccccc2C(=O)N([C@@H](C)CO)C[C@H]1C,3,0,-4,2,5,-2,-12,0,8,-1.9
CCC1Sc2ccc(S(=O)(=O)CCC(=O)Nc3ccc(OC(F)(F)F)cc3)cc2NC1=O (centres undefined),-12,6,-2,-15,7,-4,-12,-3,9,0.5
CN(C)c1ccc(C2C3=C(CCCC3=O)OC3=C2C(=O)CCC3)cc1,7,-1,-1,2,1,1,9,2,3,-1.5
COCCCNC(=O)C(C#N)c1nc2ccccc2nc1N1CCN(Cc2ccccc2)CC1 (centres undefined),4,5,1,4,-1,-2,-1,3,-4,0.0
O=C(Nc1ccccc1-c1nnn(CC(=O)N2CCN(c3ccccc3)CC2)n1)c1cccs1,7,4,10,-6,-1,5,0,2,-2,0.3

# Screening results as filed in PubChem.
